WRN inhibitor: inhibitors of human WRN helicase. Q14191. WRN helicase unwinding, fluorescent forked duplex, kinetic. Potency, µM (doses to about 114 µM), without a hit: top-dose activity change, negative = inhibition, most hits filed as inhibitors. actives 0.46% (n = 360,000). AID 651768; note: potency is the fitted concentration of half-maximal effect; % is set by controls: 0 for no effect and ±100 for the full control effect; nearly all actives have a fitted effect of over 55% in size
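WRN at 20 nM final was preincubated with compound for 15 min at room temperature; reaction started with 100 nM forked duplex oligonucleotide carrying fluorophore and quencher plus 2 mM ATP (final). Unwinding followed kinetically by red fluorescence (ex 525/em 598 nm).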
EPAC1 antagonist: antagonists of human EPAC1; actives 0.14% (n = 360,000); AID 720709; EPAC1 GEF assay, Rap1b-BODIPY-GDP exchange fluorescence; Potency, µM (highest dose often 115 µM), inactives show at the top dose activity change, negative = inhibition, usual class: inhibitors;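 note: potency is the fitted concentration of half-maximal effect; plate controls were vehicle for no effect and positive control for full effect; nearly all actives have a fitted effect of over 50% in size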
PLK1 PBD block: blocks phosphopeptide binding to human PLK1 polo-box domain. P53350. Plk1 PBD binding of FITC phosphopeptide, fluorescence polarization. actives 2.8% (n = 360,000). Potency, µM, for inactives: max response, negative = inhibition, most hits filed as inhibitors; note: potency is the fitted concentration of half-maximal effect; series mostly up to about 57 µM; % is set by controls: 0 for no effect and ±100 for the full control effect; nearly all actives have a fitted effect of over 65% in size
Target sequence (P53350 whole entry, looked up, the tested form may be a part): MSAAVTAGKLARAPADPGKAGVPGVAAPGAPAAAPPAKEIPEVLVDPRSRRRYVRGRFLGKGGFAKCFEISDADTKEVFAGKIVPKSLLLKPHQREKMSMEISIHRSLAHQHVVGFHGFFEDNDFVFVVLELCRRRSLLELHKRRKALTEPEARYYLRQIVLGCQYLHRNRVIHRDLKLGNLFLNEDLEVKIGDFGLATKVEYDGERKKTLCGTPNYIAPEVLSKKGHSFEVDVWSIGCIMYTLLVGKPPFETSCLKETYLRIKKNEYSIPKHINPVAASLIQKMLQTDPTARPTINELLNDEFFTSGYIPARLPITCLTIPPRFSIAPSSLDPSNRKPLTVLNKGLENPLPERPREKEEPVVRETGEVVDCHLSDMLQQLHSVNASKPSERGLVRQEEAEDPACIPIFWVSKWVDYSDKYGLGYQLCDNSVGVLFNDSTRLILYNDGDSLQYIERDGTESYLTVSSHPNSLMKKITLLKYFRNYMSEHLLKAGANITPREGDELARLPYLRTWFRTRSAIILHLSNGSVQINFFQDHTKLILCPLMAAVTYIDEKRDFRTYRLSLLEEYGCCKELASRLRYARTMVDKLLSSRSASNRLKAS
IL-2 act: IL-2 activation. IL-2 activation reporter assay, cell-based qHTS; stimulated with anti-CD3/CD4/CD28 beads; in transgenic mouse T cells. activation, % (series mostly up to about 46 µM). actives 0.065% (n = 360,000); in the data active = activation above about 50%; inconclusive = mostly about 30% to 49%; note: 0% is about no effect
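Quantitative HTS in unstimulated transgenic mouse T cells, with memory T cells as non-tolerant control and PMA/ionomycin as tolerance-bypass control. Compound pretreatment lasted 60 minutes before 18 h bead stimulation; EGFP/DsRed fluorescence read.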
EPAC2 ag: activates human EPAC2 exchange factor; Q8WZA2; EPAC2 activation, biochemical qHTS; response scale: 100% = 6.5 mM cAMP response; Potency, µM (titrated, usually from 154 µM), inactives show top-dose activation, actives largely listed as activators; actives 0.079% (n = 360,000); note: potency is the fitted concentration of half-maximal effect; nearly all actives have a fitted effect of over 50% in size
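Guanine nucleotide exchange by EPAC2 is measured as reduced fluorescence of BODIPY-GDP once it is released from 250 nM Rap1B. Plates are read kinetically for 30 min at room temperature; results are scaled to 6.5 mM cAMP.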
EPAC1 ag: agonists of human EPAC1; O95398; EPAC1 agonist qHTS, biochemical assay; response scale: 100% = response to 6.5 mM cAMP; Potency, µM (titrated, usually from 154 µM), inactives show at the top dose activation, usual class: activators; actives 0.073% (n = 360,000); note: potency is the fitted concentration of half-maximal effect; nearly all actives have a fitted effect of over 60% in size
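Fluorescent GDP-exchange assay: 100 nM EPAC1 with 250 nM Rap1B preloaded with BODIPY-GDP and 50 uM GDP; compounds tested as concentration series, 5 min at room temperature, then read every 5 min for 30 min (ex 480/em 540 nm); normalized to 6.5 mM cAMP.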
PI5P4K alpha inh: PI5P4K alpha (human) kinase inhibition. PI5P4Kalpha enzyme, ADP-Glo luminescence, 60 min; active compounds read low. max response, %. actives 1.2% (n = 330,000); active = max response of -50% or lower; inconclusive = between -30% and -50%; inactive = -30% or higher; note: value at the top dose of about 77 µM; % is set by controls: 0 for no effect and ±100 for the full control effect
Target sequence (P48426 whole entry, looked up): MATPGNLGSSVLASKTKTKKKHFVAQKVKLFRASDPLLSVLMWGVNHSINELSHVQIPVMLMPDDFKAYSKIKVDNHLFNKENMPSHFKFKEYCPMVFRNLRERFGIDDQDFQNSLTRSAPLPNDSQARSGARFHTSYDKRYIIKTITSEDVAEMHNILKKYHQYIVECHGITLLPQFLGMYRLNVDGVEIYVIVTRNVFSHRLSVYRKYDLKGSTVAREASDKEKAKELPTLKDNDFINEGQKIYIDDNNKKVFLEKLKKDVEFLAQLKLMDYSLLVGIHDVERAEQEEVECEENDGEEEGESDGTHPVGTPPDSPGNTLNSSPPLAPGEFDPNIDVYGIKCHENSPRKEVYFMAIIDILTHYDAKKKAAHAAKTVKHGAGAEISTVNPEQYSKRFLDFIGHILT
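Compounds were pin-transferred onto PI5P4Kalpha and substrate in HEPES pH 7.4 buffer with EGTA, CHAPS and 5% DMSO. ATP (5 microM final) started the reaction, which ran 60 minutes at room temperature before ADP-Glo detection.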
CCT chaperon mod: cytosolic chaperonin activity modulation | purified chaperonin ATPase assay, HTRF ADP detection, 30 min | activity change, % (no concentration beside the values), hits read low | actives 0.3% (n = 360,000) | AID 651819; in the data active = activity change below about -30%; note: % is set by controls: 0 for no effect and ±100 for the full control effect
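We incubate TRiC, 40 or 20 nM final, with library compounds at 76 uM and 10 uM ATP for 30 min at 37 °C. ADP formed is detected with Transcreener HTRF reagents after 30 min at room temperature.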
Active calls of the source: *; ? = inconclusive; nt = no result given; [ ] = dose if it differs, or a comment. Unless noted, calls come from the whole dose curve; as a rule, active = well fitted curve in the direction sought with a large enough effect; inconclusive = small, poorly fitted or top-dose-only effect, or another doubt; inactive = no such curve, though single readings can be large; an effect the other way counts as inactive or inconclusive. Only part of the results is shown (hit frequency here may not be typical).

Order of values – WRN inhibitor | EPAC1 antagonist | PLK1 PBD block | IL-2 act | EPAC2 ag | EPAC1 ag | PI5P4K alpha inh | CCT chaperon mod
> Cn1[nH]c(=O)c(Cl)c(Cl)c1=O
    -22% | 3% | -8% | 0.9 | 8% | 13% | 4 | -0.2
> CCn1c(SCC(=O)Nc2nc(C)cs2)nnc1-c1ccco1
    -4% | 0% | -9% | -0.8 | -1% | 3% | -4 | 0.3
> Cc1cc(Cl)ccc1N(CC(=O)NCc1ccc2c(c1)OCO2)S(C)(=O)=O
    -10% | -28% | -18% | 0.8 | -1% | -5% | 2 | 1.1
> Nc1nc2c(nc(SCc3ccccc3Br)n2[C@@H]2O[C@H](CO)[C@@H](O)[C@H]2O)c(=O)[nH]1
    3% | 3% | -9% | 0.7 | 1% | 14% | -1 | 1.0
> CC(C)OCCCN(C)C1CCN(S(=O)(=O)c2ccc(-c3ccc(=O)[nH]n3)s2)CC1
    3% | 4% | -8% | -1.7 | -2% | -10% | 3 | -3.1
> O=C(NCCN1CCN(c2cccc(Cl)c2)CC1)Nc1ccccc1
    -12% | 4% | 0% | -0.5 | 2% | 13% | -2 | 0.3
> O=C(Nc1cnn(Cc2ccc(Cl)c(Cl)c2)c1)C12CC3CC(CC(C3)C1)C2
    -10% | 5% | -4% | -3.7 | 4% | 15% | -11 | -1.6
> CCOc1ccc2[nH]c(=O)c(CN(Cc3cccnc3)C(=O)Nc3ccccc3OC)cc2c1
    -6% | -2% | -3% | -0.7 | 5% | 0% | -6 | -4.7
> CCCCSc1nc2c(cnn2-c2ccccc2)c(=O)n1N
    -2% | -15% | -9% | -3.0 | 10% | 7% | 2 | -4.1
> CCOc1cnc(-c2c(-c3c(Cl)cccc3Cl)noc2C)o1
    -1% | -28% | -17% | -1.3 | 19% | 7% | 8 | -1.9
> O=C(Nc1ccc2c(c1)OCO2)c1ccc(COc2ccc3c(c2)CCC3)o1
    -10% | -5% | 3% | 0.6 | 12% | 15% | nt | -3.8
> CCC(C)NS(=O)(=O)c1ccc(NC(=O)c2ccc([N+](=O)[O-])cc2Cl)cc1 (centres undefined)
    9% | 9% | -6% | 0.5 | 2% | 2% | -1 | 0.7
> Cc1ccc(C(=O)Nc2ccc(N3CCN(C)CC3)cc2)c(Cl)c1
    12% | -6% | -11% | -0.9 | 6% | 4% | 1 | -0.1
> COc1ccc(OC)c(CN2CCN(C(=O)c3ccc(NS(=O)(=O)c4cccc([N+](=O)[O-])c4)cc3)CC2)c1
    -11% | -1% | -20% | -0.6 | 7% | -4% | -8 | 0.0
> CCOC(=O)c1cc2n(c1N)-c1ccccc1C2=O
    0% | 7% | 2.7µM* | 1.4 | 89µM* | 30% | -2 | -1.1
> O=C(CN1CCN(S(=O)(=O)c2ccccc2)CC1)Nc1ccc2c(c1)OCO2
    2% | 1% | -5% | 2.9 | -2% | 3% | -3 | -1.2
> Cc1onc(-c2ccccc2)c1-c1csc(COc2ccccc2)n1
    11% | -1% | -1% | -0.3 | 17% | -12% | -5 | 1.1
> c1ccc(-n2nnnc2-n2nnc3ccccc32)cc1
    10% | 2% | -2% | 0.6 | 7% | -10% | -1 | -0.1
> COc1cc(C(=O)Nc2cccc(C(C)=O)c2)cc(OC)c1OC
    -1% | -4% | -6% | 0.1 | 7% | 12% | -1 | 0.3
> O=C(CN1C(=O)C2CC=CCC2C1=O)OCc1cc(=O)n2cc(Br)ccc2n1 (centres undefined)
    -5% | -9% | -4% | -1.7 | 5% | 4% | -19 | 0.4
> NS(=O)(=O)c1ccc(CCNC(=O)COC(=O)CCSc2ccc(Cl)cc2)cc1
    -4% | -10% | ? | -2.5 | 5% | 9% | -5 | 2.3
> Cc1cc(C)n(-c2ccc(C(=O)N3CCN(S(=O)(=O)c4cccc(Br)c4)CC3)cc2)n1
    -4% | -12% | -2% | 3.1 | 8% | 11% | -2 | 1.8
> CNc1nc(N)c([N+](=O)[O-])c(Nc2ccccc2OC)n1
    -21% | 2% | -3% | 20 | 11% | 3% | 4 | -11
> Cc1sc(NC(=O)Cc2ccc3c(c2)OCO3)nc1-c1ccc2c(c1)CCN2C(=O)c1cccc(F)c1
    4% | -13% | -7% | -0.5 | 9% | 5% | -6 | -3.2
> O=C(c1cccc(S(=O)(=O)NCc2ccccc2)c1)N1CCN(c2ccc(F)cc2)CC1
    -15% | 4% | 3% | -4.4 | 5% | 3% | -3 | -0.6
> Cc1ccc(C(=O)Nc2cccc(NC(=O)c3cccnc3)c2)cc1
    7%[57.1 µM] | -6% | 5% | -0.5 | 8% | -5% | 2 | -5.4
> Cn1c(=O)c(=O)n(C)c2cc(S(=O)(=O)Nc3ccc(OC(F)(F)F)cc3)ccc21
    -6% | 3% | -8% | -3.3 | -2% | 2% | nt | -6.7
> Cc1ccc(S(=O)(=O)N2CCCC(CCC(=O)NCc3ccccc3F)C2)s1 (centres undefined)
    0% | 1% | -20% | -0.1 | 9% | -3% | -5 | 0.8
> CC(C)=CCc1c(O)cc2oc3c(CC=C(C)C)c(O)c(O)c(CC=C(C)C)c3c(=O)c2c1O
    -7%[11.6 µM] | ? | -21% | -2.3 | -2% | -17% | ? | -3.7
> Cc1ccc(-n2nc3ccc(N)cc3n2)c(C)c1
    3% | -7% | -13% | -0.1 | 8% | 2% | 4 | -0.1
> Cc1ccc(C)n1C(CC(=O)O)c1ccc(C#N)cc1 (centres undefined)
    ? | ? | -25% | -0.2 | 13% | 2% | -5 | -0.6
> CC[C@]12c3[nH]c4cc(-c5ccco5)ccc4c3CCN1C(=O)[C@@H](CC(=O)NCc1ccc(OC)c(OC)c1)C[C@@H]2C(=O)N1CCN(C(=O)c2ccco2)CC1
    -4% | -12% | -1% | 0.3 | 5% | -9% | 4 | -1.4
> O=C1c2cccnc2C(O)N1C1CCCCC1 (centres undefined)
    -13% | 13% | -1% | -1.6 | 3% | 0% | nt | 4.0
> CC1CN(C(=O)c2ccc3c(c2)OCO3)OC(c2ccccc2)O1 (centres undefined)
    -9% | 0% | 3% | 0.3 | 9% | 5% | -7 | -1.3
> CCN(CC)CCN(C(=O)c1cc2ccccc2cc1OC)c1nc2ccc(OC)cc2s1
    -3% | -13% | 3% | -0.8 | 6% | -1% | 2 | 0.6
> CN1C(=S)N(c2cccnc2)C(=O)/C1=C\c1ccc(N(C)C)cc1
    -12% | -17% | -6% | 0.6 | 0% | -12% | -2 | -1.9
> CN(C)CCNC(=O)c1coc(=O)c(Br)c1
    -3% | 17% | -6% | -0.1 | 4% | -1% | -21 | -2.5
> COc1cccc(OCc2cc(C(=O)N3CCC(c4ccncc4)CC3)no2)c1
    -4% | 1% | 1% | -1.4 | 1% | 17% | 0 | -1.0
> COCCNC(=O)C(c1ccc(C)cc1)N(C(=O)C(=O)NC1CCCC1)c1ccc2c(c1)OCCO2 (centres undefined)
    6% | 5% | -4% | 1.1 | 0% | 4% | 1 | 0.0
> CCNC(=O)C1(C)CCCN(C(=O)Cc2ccc(OC)c(OC)c2)C1 (centres undefined)
    7% | 10% | 8% | 0.5 | -1% | -9% | -1 | 0.2
> COc1ccccc1OCc1ccc(C(=O)N2CCCCC2)o1
    -22% | -5% | -7% | -0.8 | 1% | -3% | -10 | 0.5
> Cn1c(CN2CCOCC2)nnc1SCC(=O)Nc1nccs1
    5% | 7% | 1% | 2.4 | -7% | 1% | -1 | 1.2
> O=C(OCC(=O)N1CCCC1)c1cccc(Br)c1
    -1% | 7% | -10% | -0.5 | 10% | 6% | -17 | -1.3
> CCc1nc(Nc2ccc(N3CCN(C(C)=O)CC3)cc2)c2oc3ccccc3c2n1
    -20% | 2% | 1% | -0.6 | -6% | 3% | 0 | 1.2
> COc1ccc(-n2c(Cc3cccn3C)nnc2SCC(=O)Nc2ccc(C)c(Cl)c2)cc1
    -10% | -7% | 0% | -1.8 | 7% | -1% | 1 | 0.4
> O=C(c1ccc(NS(=O)(=O)c2ccccc2)cc1)N1CCN(Cc2ccc3c(c2)OCO3)CC1
    -28% | ? | -6% | 14 | 8% | 13% | -3 | 0.8
> Nc1nonc1-n1nnc(C(=O)N/N=C/c2cccc(Cl)c2)c1CN1CCCC1
    -2% | -24% | 30µM* | 2.6 | -1% | 9% | -3 | 2.1
> O=C1/C(=C/c2ccc(Cl)cc2)NC(=S)N1Cc1cccnc1
    -8% | 30% | -9% | -0.4 | -7% | -6% | -17 | 0.4
> CCOC(=O)C1=C(C)Nc2ccccc2N/C1=N\S(=O)(=O)c1cccc(Cl)c1
    -2% | 14% | 1% | 1.3 | 3% | 2% | -2 | 0.3
> C=C(C)COc1ccc2c(c1)CCC1C2CCC2(C)C(=O)C(=NO)CC12 (centres undefined)
    2% | -1% | -1% | -4.5 | -12% | 5% | 41 | 0.4
> CCCCNc1c([N+](=O)[O-])c(=O)n(C)c2ccccc12
    3% | 6% | -1% | -0.4 | -3% | 1% | -1 | 0.5
> CCOC(=O)c1ccc(S(=O)(=O)NC2CC2)cc1
    -7% | 11% | -18% | -1.5 | -3% | 10% | -2 | 1.0
> CCN(Cc1ccccc1)C(=O)c1cc2c(=O)oc3ccc(C)cc3c2s1
    3% | -18% | -8% | -2.8 | 11% | 11% | -1 | -1.3
> COc1ccc(S(=O)(=O)N2CCC(C(=O)NN3CCCCC3)CC2)cc1OC
    15% | 9% | 2% | 0.4 | 2% | -16% | 2 | 1.7
> Cc1cccc(OCC(=O)N(Cc2ccco2)C2CCS(=O)(=O)C2)c1C (centres undefined)
    -1% | 3% | -4% | -0.7 | -8% | -19% | 3 | 0.4

Retrieved by structure from the list above (seven):
Order of values – WRN inhibitor | EPAC1 antagonist | PLK1 PBD block | IL-2 act | EPAC2 ag | EPAC1 ag | PI5P4K alpha inh | CCT chaperon mod
> CCc1nc(Nc2ccc(N3CCN(C(C)=O)CC3)cc2)c2oc3ccccc3c2n1
    -20% | 2% | 1% | -0.6 | -6% | 3% | 0 | 1.2
> CCCCNc1c([N+](=O)[O-])c(=O)n(C)c2ccccc12
    3% | 6% | -1% | -0.4 | -3% | 1% | -1 | 0.5
> Nc1nonc1-n1nnc(C(=O)N/N=C/c2cccc(Cl)c2)c1CN1CCCC1
    -2% | -24% | 30µM* | 2.6 | -1% | 9% | -3 | 2.1
> Cc1cccc(OCC(=O)N(Cc2ccco2)C2CCS(=O)(=O)C2)c1C (centres undefined)
    -1% | 3% | -4% | -0.7 | -8% | -19% | 3 | 0.4
> CCOC(=O)C1=C(C)Nc2ccccc2N/C1=N\S(=O)(=O)c1cccc(Cl)c1
    -2% | 14% | 1% | 1.3 | 3% | 2% | -2 | 0.3
> COc1ccccc1OCc1ccc(C(=O)N2CCCCC2)o1
    -22% | -5% | -7% | -0.8 | 1% | -3% | -10 | 0.5
> CCOC(=O)c1ccc(S(=O)(=O)NC2CC2)cc1
    -7% | 11% | -18% | -1.5 | -3% | 10% | -2 | 1.0
